Bioassay records as filed in PubChem BioAssay.
hERG WT inh = blocks the wildtype human KCNH2 potassium channel; U2OS, BacMam KCNH2, thallium flux FluxOr; active compounds read low; activity change, % at 1.84 µM; actives 0.37% (n = 340,000);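 active = maximum activity change below -70%; inconclusive = maximum activity change between -70% and -50%; inactive = maximum activity change above -50%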; also: % is scaled to controls: 0 for no effect and ±100 for the full control effect
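U2OS cells transduced with wild-type KCNH2 virus are loaded with FluxOr dye for 45 min, and thallium flux is measured in kinetic reads before and after stimulation buffer. Rate constants are normalized to DMSO controls.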
Giardia killer = kills Giardia lamblia; Giardia lamblia trophozoite viability; activity change, % at 7.66 µM, hits read low; actives 0.15% (n = 340,000); AID 540267; in the data active = activity change below about -80%; inconclusive = between about -30% and that limit;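 also: parasites exposed to compound for two days anaerobically before the ATP read; % is scaled to controls: 0 for no effect and ±100 for the full control effect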
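ATP-content bioluminescence gauges trophozoite survival. Cells (100/well) receive compound and incubate anaerobically for 48 hrs at 37 deg C; detection reagent follows for 15-30 min at room temperature.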
USP2a inh = USP2a (human) protease inhibition | Potency, µM (doses to about 38.3 µM), for the others: top-dose activity change, negative = inhibition, usual class: inhibitors | O75604 | USP2 core, Ub-CHOP2 coupled fluorogenic reporter, 485/531 | actives 0.01% (n = 330,000);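 also: potency is read from the fitted curve at half-maximal effect; plate controls were DMSO wells for no effect and full inhibition by NEM control for full effect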
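Cell-free coupled assay: 10nM USP2 core preincubated 30min RT with compound in Tris-HCl pH 8.0/CaCl2/CHAPS buffer, then 25nM Ub-CHOP2 and 25nM reporter substrate; fluorescence (Ex 485/Em 531) read after 60min RT, normalized to NEM inhibition, concentration-response curves fitted.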
B2AR arrestin = agonists driving beta-arrestin recruitment to human beta2-adrenergic receptor; beta-arrestin recruitment to beta2AR, cell-based reporter; Potency, µM (top dose mostly 46.1 µM), without a hit: at the highest dose activation, actives largely listed as activators; actives 0.02% (n = 330,000);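 also: potency is read from the fitted curve at half-maximal effect; 0% = DMSO controls and full agonism = EC100 isoproterenol or metaproterenol; nearly all actives have a fitted effect of over 65% in size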
TRPV1 agonist = human TRPV1 agonism; Q8NER1; TRPV1-expressing cells, Fluo-8 calcium influx, agonist mode; activation, % at 8.33 µM; actives 0.19% (n = 320,000); AID 540275; in the data active = activation above about 80%; inconclusive = between about 30% and that limit; also: 0% is about no effect
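Fluo-8 calcium influx in TRPV1-expressing cells, kinetic read (ex 480/em 520 nm). Compound added and read 3 min for agonist activity, followed by capsaicin at EC20 final and 2 min further read for enhancement.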
Menin MLL FP TR = inhibitors of human menin-MLL interaction, mutant MLL peptide; O00255; Menin + Texas Red MLL mutant peptide, fluorescence polarization; Potency, µM (doses to about 61.6 µM), inactives show top-dose FP activity change, negative = inhibition, actives largely listed as inhibitors; actives 0.23% (n = 270,000); active = well fitted inhibition curve with a large enough effect in the polarisation, with a control signal flat, not every such curve was filed as active; inconclusive = small, poorly fitted or top-dose-only effect, or effect the other way, or a change in a side signal; inactive = no such curve, though single readings can be large or run the other way; the % refers to the polarisation; also: potency is read from the fitted curve at half-maximal effect; % of control where 0% means no effect; many of its hits are not listed in these tables
CXXC DNA block = blocks binding of human MLL CXXC domain to DNA; Q03164; MLL-CXXC / FITC-HOXA9 DNA fluorescence polarization; Potency, µM (doses to about 115 µM), for inactives: at the highest dose activity change, negative = inhibition, most hits filed as inhibitors; actives 0.037% (n = 290,000); active = well fitted inhibition curve with a large enough effect in the polarisation, with a control signal flat, not every such curve was filed as active; inconclusive = small, poorly fitted or top-dose-only effect, or effect the other way, or a change in a side signal; inactive = no such curve, though single readings can be large or run the other way; the % refers to the polarisation; also: potency is read from the fitted curve at half-maximal effect
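Fluorescence polarization: 7 uM MLL-CXXC (stock) preincubated 5 min with compounds, then 50 nM fluorescein-HOX-A9 DNA (stock) added; 30 min ambient. Buffer 50 mM Tris-HCl pH 7.5, 50 mM NaCl, 1 mM DTT, 0.05% BSA.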
KCNH2 3.1 block = blocks the human KCNH2 3.1 channel isoform; U2OS KCNH2 3.1, thallium flux FluxOr; active compounds read low; activity change, % (tested at about 1.8 µM); actives 0.95% (n = 340,000); AID 720553;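 active = maximum activity change below -70%; inconclusive = maximum activity change from -70% to -50%; inactive = maximum activity change above -50%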;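 also: thallium influx rate constant from kinetic fluorescence after stimulation buffer; % is scaled to controls: 0 for no effect and ±100 for the full control effect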
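Measured as rate of thallium-driven FluxOr signal in transduced U2OS cells carrying the 3.1 channel, read kinetically for 2 min upon stimulation; values are rate constants scaled to DMSO control wells.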
GALK inhibitor = galactokinase (human) inhibition. P51570. Purified GALK, Kinase-Glo residual ATP luminescence. Potency, µM (highest dose often 57.5 µM), inactives show at the highest dose activity change, negative = inhibition, most hits filed as inhibitors. actives 0.007% (n = 270,000). AID 1868; also: potency is read from the fitted curve at half-maximal effect; % is scaled to controls: 0 for no effect and ±100 for the full control effect
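Galactose (100 uM) and ATP (35 uM) were turned over by 5 nM GALK for 1 h at RT. Kinase-Glo Plus then converted the remaining ATP into a luminescent signal.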
PKM2 activator = PKM2 (human) enzyme activation | P14618 | purified PKM2, Kinase-Glo ATP luminescence, activation; response scale: 0% is enzyme alone, no compound | Potency, µM (doses to about 57.5 µM), for the others: at the highest dose activation, actives largely listed as activators | actives 0.34% (n = 260,000) | AID 1631; also: potency is read from the fitted curve at half-maximal effect; % is scaled to controls: 0 for no effect and ±100 for the full control effect; nearly all actives have a fitted effect of over 55% in size
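Purified hPK-M2 (>95% pure) converted ADP (0.1 mM final) to ATP with 0.5 mM PEP in 50 mM imidazole pH7.2, KCl, MgCl2, Tween 20, BSA; 1 h at room temperature. ATP detected by Kinase-Glo luminescence.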
Coupling enz = inhibits coupling enzyme system, counter-screen for aldolase hits | coupling enzyme system counterscreen, AmpLite Red fluorescence | activity change, negative = inhibition, % at 58.2 µM, hits read low | actives 0.67% (n = 290,000) | AID 2472; in the data active = activity change below about -30%; also: % is scaled to controls: 0 for no effect and ±100 for the full control effect
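Counterscreen of the coupled detection system alone, without aldolase: glyceraldehyde-3-phosphate coupling enzymes plus AmpLite Red readout. Compounds at 57.5 uM final, 10 min RT preincubation, 20 min RT reaction, fluorescence 525/598 nm.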
* = called active by the depositor; i = inactive; ? = inconclusive; nt = not tested or not shown; [ ] = remark or other dose. Unless noted, calls follow the shape of the dose curve; as a rule, active = well fitted curve in the direction sought with a large enough effect; inconclusive = small, poorly fitted or top-dose-only effect, or another doubt; inactive = no such curve, though single readings can be large; an effect the other way counts as inactive or inconclusive. Not all compounds are listed; the hit share may differ from the screen's.

SMILES | hERG WT inh | Giardia killer | USP2a inh | B2AR arrestin | TRPV1 agonist | Menin MLL FP TR | CXXC DNA block | KCNH2 3.1 block | GALK inhibitor | PKM2 activator | Coupling enz
Cc1cc(C)c(S(=O)(=O)N2CCCCC2CCNC(=O)C(=O)NCc2cccnc2)c(C)c1 (stereo not given) | 2 | 9 | 2% | -2.9% | -3 | nt | nt | -8 | nt | nt | nt
COc1cc(NC(=O)c2cc(C(C)C)on2)c(OC)cc1Cl | -5 | -12 | -1% | 0.1% | 25 | nt | -3% | 0 | 1% | 2% | 0
CC(C)CC(=O)N=Nc1c(O)[nH]c2ccccc12 | -10 | -23 | 2% | 0.0% | 4 | 3% | 15% | -2 | -2% | -7% | -1
CCOC(=O)NC(=S)Nc1ccc(OC)cc1 | 0 | ? | 2% | -0.1% | 2 | -8% | -8% | -20 | 8% | 0% | 0
CCC1=[N+](C)CCn2c(C)ccc21 | 2 | 1 | 4% | -0.9% | 1 | -18% | -8% | -3 | -1% | -4% | -1
O=C(COC(=O)Cn1cc(C(F)(F)F)ccc1=O)Nc1ccccc1 | -10 | -16 | -1% | -0.9% | 3 | nt | nt | 15 | nt | nt | nt
CCN1CCN(c2nc(-c3ccccc3Cl)nc3ccccc23)CC1 | 22 | -15 | 2% | -0.4% | 16 | ? | 7% | -28 | 1% | nt | 0
Cc1cc(Cl)ccc1NC(=O)CN1C(=O)CSc2ccc(S(=O)(=O)N3CCOCC3)cc21 | 4 | 34[activator] | -1% | 0.3% | 1 | 20% | 4% | 1 | 8% | nt | 1
Cc1ccc2cc(C#N)c(NCCNC(=O)C3CC3)nc2c1C | -6 | 11 | 0% | 0.2% | -1 | 6% | 4% | 2 | 3% | 1% | 3
COCCCNC(=O)C1CCN(S(=O)(=O)c2c(C)noc2/C=C\c2ccc(OC)cc2)CC1 | 0 | 2 | 3% | 0.2% | 29 | 19% | 11% | -8 | -5% | -3% | -8
CCN(C(=O)COC(=O)CNC(=O)c1ccccc1C)C1=CCCCC1 | 19 | ? | 1% | -0.5% | 0 | nt | nt | -1 | nt | nt | nt
COc1ccc(CNC(=O)[C@@H](NC(=O)C2CCN(C(=O)[C@@H](N)CC(C)C)CC2)C(C)C)cc1 | -1 | -2 | 2% | -0.4% | 3 | -13% | 10% | 8 | nt | -1% | 1
CCCCN(C)C(=O)c1nc2ccccn2c1CNC1CCC1 | 1 | 6 | 1% | -0.1% | 3 | -1% | 6% | -20 | -1% | -1% | 0
COc1ccc(OCCC(=O)OCC(=O)Nc2ccc(Br)cc2)cc1 | 3 | 16 | 4% | 2.6% | 17 | 4% | 7% | 12 | 1% | -11% | 4
O=C(Nc1cccc(-c2nnc(-c3ccccc3)o2)c1)c1ccco1 | 8 | 13 | -1% | 0.3% | ? | 2% | 0% | -3 | 2% | -1% | 4
C=CCNC(=S)NNC(=O)c1ccccc1OCC | -8 | -8 | 8% | -0.3% | -6 | -10% | -10% | ? | -1% | 2% | 1
CC1(C)Cc2ccccc2-c2nnc(-c3ccc4ccccc4n3)n21 | -4 | 6 | 1% | 2.9% | -4 | -2% | -1% | -4 | -3% | -13% | -2
CC(NC(=O)c1ccco1)C(=O)Nc1nccs1 (stereo not given) | 2 | -5 | 1% | 0.5% | nt | nt | nt | -16 | nt | nt | nt
COc1ccccc1C1/C(=C(/O)c2ccc(C)cc2)C(=O)C(=O)N1Cc1ccco1 (stereo not given) | 3 | 1 | 2% | -0.2% | -1 | -1% | 5% | 0 | 0% | 13% | -2
Cc1nnc(SCc2ccccc2CSc2nnc(C)s2)s1 | -6 | -3 | 2% | 0.3% | 8 | -8% | 0% | 22 | 3% | ? | 0
Cc1cccc(NS(=O)(=O)c2cc(C(=O)N3CCc4ccccc4C3)ccc2Cl)c1C | -14 | -4 | 2% | 0.3% | 1 | -17% | -1% | -14 | -1% | 3% | -4
COc1ccc(CN2C(=O)C(C)N(C(=O)c3c(F)cccc3F)c3ccccc32)cc1 (stereo not given) | -3 | -4 | -6% | -0.5% | ? | 0% | -6% | 11 | -2% | nt | 1
COC(=O)[C@@]1(C)[C@H]2C(=O)N(Cc3ccccc3)C(=O)[C@H]2[C@H]2CN=C(SCC3CC3)N21 | 0 | 2 | 2% | -0.4% | nt | nt | nt | -9 | nt | nt | nt
NC(=O)C1CCN(Cc2nc(-c3cccs3)no2)CC1 | -2 | -7 | 1% | -0.2% | 5 | nt | -13% | 9 | nt | -3% | 6
CN1CCN(C(=O)CN(Cc2ccccc2)S(C)(=O)=O)CC1 | -7 | 14 | 5% | 0.2% | -5 | 0% | -5% | -10 | 2% | 4% | 3
CN1C(=O)c2cccc(NC(=O)C3CCCCC3)c2C1=O | -8 | 8 | -1% | 0.5% | 0 | -1% | -9% | 10 | 2% | 12% | 1
COc1ccccc1NC(=O)C(C/C=C(\C)Cl)C(C)=O (stereo not given) | 3 | 9 | 2% | -2.9% | 1 | -4% | 2% | 11 | 6% | -3% | 1
COc1ccc2c(c1)c1ncn(CCN3CCCC3)c(=O)c1n2C | 11 | -12 | 0% | -0.3% | -4 | -1% | -2% | 24 | 3% | -2% | 3
CCCC(c1nnnn1CS(=O)(=O)c1ccc(C)cc1)N1CCC(C(N)=O)CC1 (stereo not given) | 0 | 16 | 0% | -0.3% | -3 | 1% | -2% | 1 | -2% | nt | -1
COc1ccccc1CNC(=O)/C=C/C(=O)O | 3 | 17 | 0% | -0.3% | -1 | nt | -2% | -3 | -2% | 1% | 4
O=C(CN(Cc1cccs1)C(=O)CSc1nnc(COc2ccccc2)o1)NC1CCCC1 | -3 | -23 | 2% | -0.1% | 2 | -7% | -5% | 3 | -7% | -1% | 5
CCOc1ccc(N(C)c2ccc(/C=C3/SC(=S)NC3=O)cc2)cc1 | -8 | -6 | 1% | -0.2% | 14 | 53%[activator] | -9% | -18 | 7% | -2%[11.5 µM] | 1
CCN(CC)CCN1C(=O)C(O)=C(C(=O)c2cc3cccc(OC)c3o2)C1c1cccs1 (stereo not given) | -13 | 11 | -1% | -0.3% | 0 | nt | -1% | 6 | 7% | -1% | 8
NC(=O)CCS(=O)(=O)CCN1CCN(S(=O)(=O)c2ccc3c(c2)CCC3)CC1 | 0 | 18 | 3% | -0.4% | -2 | nt | nt | 20 | nt | nt | nt
CN(CC(=O)Nc1ccc(F)cc1)C(=O)COC(=O)Cc1c(F)cccc1Cl | -5 | -1 | -1% | -0.7% | 16 | nt | nt | -3 | nt | nt | nt
CCCCCCCC(=O)N1c2ccccc2NC(=O)C1CC(=O)Nc1ccc(C(=O)O)cc1 (stereo not given) | -18 | -7 | 2% | -0.8% | 2 | nt | -2% | -11 | 5% | 1% | 6
CCOC(=O)C1CCN(C(=S)Nc2cccc(C)c2)CC1 | -14 | -11 | 0% | -0.2% | 1 | 8% | 5% | 8 | 0% | -1% | 0
COCCCNC(=O)CNC(=O)c1nn(-c2ccc(OC)cc2OC)c(=O)c2ccccc12 | 2 | 36[activator] | 1% | 0.1% | 2 | 16% | 3% | 5 | -1% | nt | 1
CCN(C[C@H]1N[C@@](CC)(C(=O)OC)[C@H]2C(=O)N(Cc3ccccc3)C(=O)[C@@H]12)C(=O)Nc1ccc(C(F)(F)F)cc1 | -5 | ? | 1% | -0.8% | nt | nt | nt | -75* | nt | nt | nt
O=C(C[C@H]1C[C@H](C(=O)N2CCOCC2)[C@@]2(CCC3CCCC3)c3[nH]c4cc(-c5ccco5)ccc4c3CCN2C1=O)NCC12CC3CC(CC(C3)C1)C2 | -22 | 0 | 4% | -0.7% | nt | nt | nt | -3 | nt | nt | nt
Cc1onc(-c2ccccc2Cl)c1C(=O)N1CCN(C/C=C/c2ccccc2)CC1 | 4 | -9 | -5% | 0.3% | 12 | -7% | -6% | -18 | 6% | 0% | 4
COc1ccc(/C=N/NC(=O)C2C(=O)NCC2c2ccccc2)c(OC)c1 (stereo not given) | i | -5 | 8% | -2.6% | 0 | -5% | -2% | -6 | nt | 0% | 2
O=C(Cn1cnc2ccccc21)c1ccc(Cl)cc1 | -1 | 24 | -1% | 0.0% | -1 | -5% | -13% | 2 | -3% | 2%[11.5 µM] | -8
CC1(C)CC(NC(=O)c2ccccc2)CC(C)(C)N1 | 4 | 13 | 1% | 0.2% | 2 | 13% | -3% | 15 | 4% | 1% | 3
C/C(=N\NC(=O)c1cnccn1)c1ccc([N+](=O)[O-])cc1 | 4 | 12 | 0% | -0.9% | -5 | nt | 2% | -13 | 2% | -1% | 3
